High-throughput results from PubChem.
TRHR PAM = allosteric enhancers of human TRH receptor | P34981 | TRHR cells, fluo-8 calcium fluorescence, EC20 TRH enhancement | enhancement, % at 2 µM | actives 0.66% (n = 360,000) | AID 493056; in the data active means enhancement above about 30%; further: 0% is about no effect
Target sequence (P34981 whole entry, looked up): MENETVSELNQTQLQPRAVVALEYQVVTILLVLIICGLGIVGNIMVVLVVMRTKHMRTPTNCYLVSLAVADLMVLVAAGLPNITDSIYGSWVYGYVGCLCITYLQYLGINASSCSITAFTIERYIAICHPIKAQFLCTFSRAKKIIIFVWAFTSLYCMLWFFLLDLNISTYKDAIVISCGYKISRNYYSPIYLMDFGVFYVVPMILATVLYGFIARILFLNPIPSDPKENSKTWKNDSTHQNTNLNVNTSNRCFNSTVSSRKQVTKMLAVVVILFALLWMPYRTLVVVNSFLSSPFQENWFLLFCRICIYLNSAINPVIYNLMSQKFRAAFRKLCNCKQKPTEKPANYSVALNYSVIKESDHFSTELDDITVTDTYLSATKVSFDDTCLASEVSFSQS
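TRHR-expressing cells loaded with fluo-8 calcium dye were read kinetically (ex 480/em 530) during compound addition, then stimulated with an EC20 of TRH (10 nM final). Enhancement of the Gq-mediated intracellular calcium response was scored.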
D2 agonist = activates the human D2 dopamine receptor; P14416; HEK293 T-REx D2 cells, calcium flux agonist mode; activation, % at 2 µM; actives 0.53% (n = 340,000);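 active means activation over 3 SD above normal in the single-dose calcium agonist read, cut at about 30% in these data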; further: 0% is about no effect
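HEK293 Trex D2 cells, tetracycline-induced, o/n 30 C 5% CO2; no-wash Ca dye, RT 30–90 min; 10-cycle baseline, 23 nl cpd added, kinetic Ca read 180 s; agonist hits = positive Ca response.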
PI4K2A inh = blocks human PI4K2A kinase activity; actives 0.13% (n = 420,000); Q9BTU6; activity change, negative = inhibition, % at 76.9 µM; purified PI4K2A, ADP-Glo luminescence, 1 h; active compounds read low; in the data active means activity change below about -50%; inconclusive means mostly about -30% to -49%;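 further: -100% = wells without enzyme as full effect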
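In this quantitative HTS, ADP production by PI4K2A was quantified luminescently after 1 h at ambient temperature; 100 microM adenosine served as plate-quality control.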
D2 antag = antagonizes the human D2 dopamine receptor; P14416; HEK293 TREx D2 cells, calcium flux, dopamine EC80; inhibition, % at 10 µM; actives 2% (n = 340,000); AID 485344; in the data active means inhibition above about 30%; further: 0% is about no effect
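HEK293 T-REx D2 cells, tet-induced, calcium dye no-wash. Cpd pintool add, 180 s kinetic, then EC80 DA, 180 s kinetic. Ca flux read.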
TRHR ag = TRH receptor (human) agonism | P34981 | TRHR cells, calcium flux fluo-8, FDSS agonist mode | activation, % at 2 µM | actives 0.18% (n = 360,000) | AID 493084; in the data active means activation above about 30%; further: 0% is about no effect
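Agonist-mode FDSS calcium read (Ex 480/Em 530, 1 s cycles) in 1536-well TRHR cells with fluo-8 dye, after 10-cycle baseline and 23 nL compound addition; TRH at EC20 (10 nM final) added afterwards for the enhancer phase.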
USP1-UAF1 inh = inhibitors of human USP1/UAF1 deubiquitinase. O94782. recombinant USP1/UAF1, Ub-Rhodamine cleavage fluorescence. Potency, µM (series often up to 57.1 µM), for inactives: at the top dose activity change, negative = inhibition, hits mostly inhibitors. actives 0.23% (n = 390,000); further: potency means the concentration at half of the fitted maximal effect; on the % scale 0 is the no-effect control and ±100 the full control effect; nearly all actives have a fitted effect of over 60% in size; inactives centre near -12
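USP1/UAF1 complex at 1 nM was preincubated with compound for 15 min at room temperature, then Ub-Rho substrate (150nM final) was added. Fluorescence (480/540 nm) was read kinetically, 6 reads every 60 seconds.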
TrxR1 inh = blocks rat thioredoxin reductase 1 | Potency, µM (titrated, usually from 114 µM), without a hit: at the top dose activity change, negative = inhibition, most hits filed as inhibitors | recombinant rTrxR1, NADPH fluorescence consumption, selenite substrate | actives 1% (n = 390,000); further: potency means the concentration at half of the fitted maximal effect; on the % scale 0 is the no-effect control and ±100 the full control effect; nearly all actives have a fitted effect of over 65% in size
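Rat TrxR1 (90 nM in the dispensed reagent) was pre-reduced with 400 uM NADPH for 5 min at room temperature, then incubated with compound for 15 min. After 400 uM selenite was added, NADPH fluorescence (Ex 340/Em 450 nm) was followed for 8 min.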
mIDH1 inhibitor = blocks human mutant IDH1 R132H enzyme; O75874; Potency, µM (highest dose often 76.6 µM), without a hit: top-dose activity change, negative = inhibition, hits mostly inhibitors; IDH1-R132H enzyme, NADPH consumption, diaphorase/resazurin fluorescence; AID 602179; actives 0.093% (n = 390,000); further: potency means the concentration at half of the fitted maximal effect; on the % scale 0 is the no-effect control and ±100 the full control effect; nearly all actives have a fitted effect of over 65% in size
Target sequence (O75874 whole entry R132H, stated change not applied): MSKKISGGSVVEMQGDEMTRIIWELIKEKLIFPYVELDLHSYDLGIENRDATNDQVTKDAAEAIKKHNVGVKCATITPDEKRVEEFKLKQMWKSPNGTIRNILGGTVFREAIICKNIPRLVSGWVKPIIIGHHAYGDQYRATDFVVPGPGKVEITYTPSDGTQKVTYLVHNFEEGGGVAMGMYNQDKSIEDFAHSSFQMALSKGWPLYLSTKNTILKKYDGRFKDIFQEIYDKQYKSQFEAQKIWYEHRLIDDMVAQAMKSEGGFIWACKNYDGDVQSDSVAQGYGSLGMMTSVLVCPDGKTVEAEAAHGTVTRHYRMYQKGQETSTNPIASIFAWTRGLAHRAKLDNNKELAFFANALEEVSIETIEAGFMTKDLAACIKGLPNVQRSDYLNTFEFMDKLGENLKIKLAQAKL
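IDH1-R132H (0.5 ug/mL dispensed) in pH 7.5 Tris buffer was preincubated 30 min with compound, then given a substrate mix of 0.016 mM NADPH and 2 mM alpha-KG for 80 min at room temperature; remaining NADPH was read by diaphorase/resazurin fluorescence.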
TrxR1 substrate = rat thioredoxin reductase 1 substrate activity; Potency, µM (highest dose often 114 µM), inactives show top-dose activity change, negative = substrate turnover; O89049; actives 0.01% (n = 390,000); purified TrxR1 substrate turnover, NADPH consumption readout; further: potency means the concentration at half of the fitted maximal effect; on the % scale 0 is the no-effect control and ±100 the full control effect; nearly all actives have a fitted effect of over 50% in size
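Rat TrxR1, dispensed at 90 nM, was prereduced with 400 uM NADPH (final) for 5 min at ~22 deg C, then incubated with compound 15 min before 400 uM selenite. A first-read NADPH fluorescence drop versus no-compound background flagged substrates.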
* = called active by the depositor; ? = inconclusive; / = no result given; & = joins results of further samples; [ ] = remark or other dose. Unless noted, the call rests on the fitted dose curve; in most records, active means well fitted inhibition curve with a large enough effect; inconclusive means small, poorly fitted or top-dose-only effect; inactive means no such curve, though single readings can be large or run the other way.

SMILES	TRHR PAM	D2 agonist	PI4K2A inh	D2 antag	TRHR ag	USP1-UAF1 inh	TrxR1 inh	mIDH1 inhibitor	TrxR1 substrate
COc1ccc(Cl)c2sc(NC(=O)C3=COCCO3)nc12	-2.5	0.7	6.1	1.5	0.5	-11.4%	13.7%[57.1 µM]	-5.6%	12.9%[57.1 µM]
O=C(N/N=C/c1ccncc1)c1ccc2c(c1)OCO2	-4.0	-0.2	0.5	4.8	-0.5	-6.1%	35.6%[57.1 µM]	8.0%	-4.7%[57.1 µM]
Cc1c(NC(=O)C2CCCN2S(=O)(=O)c2cccc3nsnc23)cccc1C(=O)O (configuration not stated)	1.3	0.4	0.0	2.5	0.3	-1.2%	7.2%	-13.0%	-1.5%
COc1cc2cc(C(c3nnnn3Cc3ccc(F)cc3)N3CCCCCC3)c(=O)[nH]c2cc1OC (configuration not stated)	1.7	2.2	0.4	17.9	2.0	-9.1%	?	-3.9%	19.2%
COc1cc([N+](=O)[O-])ccc1NC(=O)COC(=O)CCS(=O)(=O)c1ccc(C)cc1	-0.4	0.3	-1.6	0.4	-0.4	-6.7%	-14.0%	1.6%	-10.4%
Cc1ccc(S(=O)(=O)n2cnc3cc([N+](=O)[O-])ccc32)c(C)c1	3.8	0.9	0.8	-11.1	0.0	-16.3%	19.9%	13.8%	-5.1%
Cc1ccc(NC(=S)NNC(=O)CSc2nnc(-c3ccc(Cl)cc3)n2C2CCCCC2)cc1	0.3	-0.5	5.3	-2.1	-0.3	-8.2%	-9.9%	-6.7%	79.9%[activator]
CC(=O)c1cccc(NS(=O)(=O)c2ccc3[nH]c4c(c3c2)CCCCC4)c1	6.9	1.6	-1.2	/	2.5	-7.3%	10.9%	1.6%	-2.3%
Cc1cc(C)nc(-n2nc(C)c3c2NC(=O)CC3c2cccc(O)c2)n1 (configuration not stated)	-5.4	1.2	-0.6	/	0.0	-6.8%	15.8%	9.9%	-2.7%
CCN1C(=O)C(=Cc2cccc(OC)c2Oc2ccc([N+](=O)[O-])cc2[N+](=O)[O-])SC1=S	7.9	/	-8.1	-2.9	0.2	-18.0%	-28.5%	9.0%	-6.8%
Cn1c(SCC(=O)N2CCc3ccccc3C2)nnc1-c1cccs1	-9.6	0.0	-1.1	-8.9	-0.5	-14.5%	4.2%	4.5%	-2.5%
O=c1c2ccccc2nc(-c2ccc(Cl)cc2Cl)n1O	0.8	0.6	-1.6	-2.7	0.1	-4.4%	39.3%	6.2%	14.7%
O=C(O)c1ccc(N2C(=O)CC(SC(=NCc3ccc4c(c3)OCO4)Nc3ccc(F)cc3)C2=O)cc1 (configuration not stated)	7.1	/	-8.9	/	0.7	-19.1%	25.0%[57.1 µM]	-3.0%	-18.3%[57.1 µM]
O=C1C(Nc2ccc(O)cc2)=C/C(=N/S(=O)(=O)c2cccs2)c2ccccc21	16.8	/	?	/	-1.1	4.47µM*	-0.3%	28.6%	-4.5%
O=C(NCc1cccnc1)c1c(F)c(F)c(F)c(F)c1F	2.4	0.1	4.4	1.1	-0.1	-17.0%	19.4%[57.1 µM]	-2.3%	-6.9%
COc1ccccc1N1CCN(C(=O)c2cc(C)on2)CC1	0.3	0.6	2.5	-7.4	0.4	-13.9%	-16.0%	2.6%	6.8%
COc1ccccc1N1CCN(CCCCCCOc2ccc(F)cc2)CC1	-1.0	6.3	0.5	81.1*	-1.1	-15.1%	-14.3%	7.6%	-9.5%
COC(=O)Cn1c(=O)c2c(nc3n2CCCN3CCc2ccccc2)n(C)c1=O	-5.4	0.0	-0.7	11.1	-0.5	-12.5%	-14.1%	9.2%	-2.2%
Cc1cc(C)n(-c2nc3ccccc3nc2N2CCCCCC2)n1	-8.4	-0.6	-13.9	-13.3	-1.7	-11.8%	3.8%[57.1 µM]	0.0%	-6.3%
Cn1c(SCC(=O)N2CCCc3ccccc32)nnc1-c1ccco1	-1.5	0.2	-5.5	6.9	0.4	3.0%	5.1%	-3.4%	1.4%

3 compounds already listed, ordered by formula weight, lowest first:
SMILES	TRHR PAM	D2 agonist	PI4K2A inh	D2 antag	TRHR ag	USP1-UAF1 inh	TrxR1 inh	mIDH1 inhibitor	TrxR1 substrate
O=C(NCc1cccnc1)c1c(F)c(F)c(F)c(F)c1F	2.4	0.1	4.4	1.1	-0.1	-17.0%	19.4%[57.1 µM]	-2.3%	-6.9%
Cn1c(SCC(=O)N2CCCc3ccccc32)nnc1-c1ccco1	-1.5	0.2	-5.5	6.9	0.4	3.0%	5.1%	-3.4%	1.4%
O=C(O)c1ccc(N2C(=O)CC(SC(=NCc3ccc4c(c3)OCO4)Nc3ccc(F)cc3)C2=O)cc1 (configuration not stated)	7.1	/	-8.9	/	0.7	-19.1%	25.0%[57.1 µM]	-3.0%	-18.3%[57.1 µM]

Continued.
SMILES	TRHR PAM	D2 agonist	PI4K2A inh	D2 antag	TRHR ag	USP1-UAF1 inh	TrxR1 inh	mIDH1 inhibitor	TrxR1 substrate
O=S(=O)(c1ccc(Cl)c(NC(=S)Nc2cccc(O)c2)c1)N1CCOCC1	-0.8	0.7	1.2	-0.2	0.2	2.1%	?	-1.1%	3.1%[57.1 µM]
COc1cc2nc(CN(C)CC(=O)Nc3ccc(N4CCOCC4)cc3)[nH]c(=O)c2cc1OC	0.0	0.5	-4.7	-8.4	-0.3	-19.1%	14.2%[57.1 µM]	8.3%	-4.3%[57.1 µM]
CCc1c(C)c2c(C)nn(-c3ccccc3)c2[nH]c1=O	-9.7	0.3	25.1	12.0	0.0	-4.4%	3.4%[57.1 µM]	13.2%	6.8%[57.1 µM]
Cc1cc(NC(=O)COn2nnc3ccc(Cl)cc32)no1	13.7	0.1	4.6	15.9	0.2	-16.5%	6.1%[57.1 µM]	6.7%	-1.0%[57.1 µM]
CC#C[C@@H](CC)c1ccc2ccn(C)c2c1	-2.7	-1.0	0.1	-3.5	-1.1	-24.4%	9.7%	16.2%	11.7%
COc1ccc(-n2nc(C(=O)O)nc2-c2ccccc2)cc1	-1.8	-0.1	0.5	4.1	0.1	-19.0%	15.7%[57.1 µM]	7.9%	6.8%
Cn1cc(S(=O)(=O)CC(=O)Nc2ccc(Br)cc2)c2ccccc21	-8.3	-0.8	0.9	39.2*	-0.1	-24.1%	10.7%	18.8%	1.1%
O=C1CCCC(O)=C1C(C#Cc1ccccc1)C1=C(O)CCCC1=O	6.0	0.2	-17.3	4.3	0.4	-2.3%	10µM*	10.9%	-15.1%
O=C(NCC(c1ccco1)N1CCc2ccccc2C1)c1ccccc1Br (configuration not stated)	-8.5	-0.7	0.1	1.9	-0.4	-20.7%	-1.7%[57.1 µM]	-0.6%	-1.8%[57.1 µM]
Cc1c(Cl)cccc1NC(=O)Nc1c[nH]c(=O)[nH]c1=O	-4.4	0.6	2.9	/	0.3	-21.0%	9.1%[57.1 µM]	-7.1%	-1.2%[57.1 µM]
COc1ccc(S(=O)(=O)Nc2ccc3c(c2)C(=O)N([C@H](C)CO)C[C@H](C)[C@@H](CN(C)S(=O)(=O)c2ccc(F)cc2)O3)cc1	/	/	-2.4	/	/	-28.7%	6.3%	6.7%	3.8%
O=C(CNC(=O)c1nn(Cc2ccccc2)c(=O)c2ccccc12)Nc1ccc(F)c(F)c1F	/	/	-5.4	/	/	-20.9%	4.0%[2.29 µM]	-3.6%	11.4%[57.1 µM]
CCN(CC(=O)Nc1ccccc1C(F)(F)F)C(=O)c1cccc(S(=O)(=O)N2CCN(C)CC2)c1	0.0	0.4	-2.9	-18.4	-0.2	-3.8%	14.6%	-6.2%	-6.5%[57.1 µM]
COc1ccc(Cc2nnc(SC(C)C(=O)Nc3ccc(C(N)=O)cc3)o2)cc1 (configuration not stated)	15.0	-0.6	-0.8	4.3	0.0	-5.4%	-16.2%	5.7%	-13.0%
Cc1ccc(-c2ccc(=O)n(CCC(=O)N3CCN(Cc4ccccc4)CC3)n2)cc1	-4.1	-0.2	0.2	2.5	-0.5	-15.5%	2.0%	5.9%	4.7%
CCCCNC(=O)CCC(=O)NNc1nc2ccccc2c2nc(-c3ccccc3)nn12	18.7&6.1	-0.7&-0.5	-2.5&2.0	-6.9	-0.8&-0.4	-10.2%&-14.6%	42.3%[activator]	-2.5%&8.0%	12.3%
S=C(NCc1ccco1)Nc1ccccc1	14.4	-0.2	4.6	30.6*	0.2	-20.7%	2.2%[57.1 µM]	-3.4%	5.5%[57.1 µM]
O=C(CNc1ccc(F)cc1Cl)Nc1cccc(S(=O)(=O)N2CCCCC2)c1	-4.1	/	5.4	/	0.4	-24.7%	10.2%	7.3%	-4.8%
CC1CC(C)CN(CCCNC(=O)c2ccc3c(SCC(=O)O)c4c(nc3c2)CCC4)C1 (configuration not stated)	-0.8	0.0	-3.8	0.8	0.3	-15.6%	14.5%	3.2%	4.0%
COc1cc(C(c2sc3ncnn3c2O)N2CCN(c3ccccc3F)CC2)cc(OC)c1OC (configuration not stated)	-2.4	0.9	-2.3	12.4	-0.1	-5.0%	5.4%[57.1 µM]	10.7%	4.9%[57.1 µM]
CCCC(=O)Nc1nn(CC(C)C)c2nc3cc(C)ccc3cc12	-4.0	-1.2	3.3	1.9	-0.1	-2.9%	24.6%	-8.2%	19.9%
COc1cc(C(=O)Nc2cc3c4c(c2)CC(=O)N4CCC3)cc(OC)c1OC	12.2	0.1	-2.8	-4.0	0.1	-8.9%	1.2%	1.3%	-10.0%
CCOC(=O)C1CCCN(C(=O)Nc2ccccc2)C1 (configuration not stated)	-0.9	-0.7	0.6	-6.5	0.0	-2.5%	4.3%[11.4 µM]	0.1%	9.9%[11.4 µM]
CCC(=O)Nc1ccc2c(c1)ncn2-c1ccc(C)cc1	3.6	0.1	2.7	0.6	0.0	-4.0%	7.7%[57.1 µM]	0.1%	-9.9%
O=C(CCc1ccccc1)NC(=S)Nc1ccc(S(=O)(=O)N2CCOCC2)cc1	-2.1	0.2	-1.7	0.6	0.5	-0.1%	-29.0%	2.1%	-15.6%
